Epigenetic derep – regulators of epigenetic silencing causing reporter derepression in mouse cells; murine LDR cells, GFP reporter derepression, 30 h; Potency, µM (highest dose often 53.9 µM), for the others: at the highest dose GFP activation, hits mostly activators; 280,000 tested, 0.2% active; active means well fitted activation curve with a large enough effect; inconclusive means small, poorly fitted or top-dose-only effect; further: % of control where 0% means no effect; nearly all actives have a fitted effect of over 60% in size
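In this reporter-derepression format, murine cells bearing a silenced integrated CMV-GFP locus incubate with test compound (30 h, 37 C), then are washed and imaged; fluorescent objects of 20–120 um count as induced cells.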
* hit, by the source's call; ? = inconclusive. Potency means the concentration at half of the fitted maximal effect. A portion of the library, so the mix of outcomes need not match the whole.

SMILES	Epigenetic derep
CCOc1ccc(NS(=O)(=O)c2ccc3nc(-c4ccccc4)[nH]c3c2)cc1	1.9%
N#Cc1cccc(NC(=O)c2cc3c(s2)-c2ccc(Cl)cc2SC3)c1	6.0%
CCCc1nn2cc(-c3ccc(C)c(C)c3)nc2s1	5.2%
CCC(C(=O)Nc1ccccc1)n1nc(-c2cc(C)ccc2C)ccc1=O (stereo unspecified)	-2.0%
Cc1oc2ncnc(N3CCOCC3)c2c1C(=O)Nc1ccc(Br)cc1F	2.0%
Cc1ccc(S(=O)Cc2nc(-c3ccc(C(=O)NCc4cccc(C)c4)cc3)oc2C)cc1 (stereo unspecified)	7.2%
O=C(C1CCCN(S(=O)(=O)c2cccc3nsnc23)C1)N1CCN(c2ccccc2)CC1 (stereo unspecified)	4.0%
Cc1ccc(NC(=O)c2c(N3CCCC3=O)c3cc(C)ccc3n2C)c(C)c1	-1.6%
COc1ccc(-c2noc(-c3ccc(NCC4CCCO4)c([N+](=O)[O-])c3)n2)cc1OC (stereo unspecified)	0.9%
Cc1c2cnn(CC(=O)NCc3ccc(Cl)cc3)c(=O)c2c(C)n1Cc1ccc(F)cc1	13%
COc1ccccc1N1CCN(CC(O)COc2ccc(Cl)c(C)c2)CC1 (stereo unspecified)	-1.3%
Cc1cccc(NC(=O)CSC2=Nc3ccccc3C3=NC(CC(=O)NCc4cccs4)C(=O)N23)c1 (stereo unspecified)	-0.4%
Cc1ccc2c(=O)cc(C(=O)Nc3ccc(S(=O)(=O)N(C)Cc4ccccc4)cc3)oc2c1	-0.8%
COc1ccc(C2CC(=O)Nc3c2c(=O)nc2c(C)cccn32)cc1 (stereo unspecified)	3.2%
CCCCC(=O)N1CC(=O)Nc2ccc(F)cc2C1c1ccc(F)cc1 (stereo unspecified)	-2.2%
Cc1ccc(Cl)cc1NC(=O)CC1Sc2ccccc2NC1=O (stereo unspecified)	2.0%
COc1ccc(NCc2ccccc2-c2nnc(-c3ccccc3)o2)cc1Cl	1.4%
COc1ccc2occ(CC(=O)Nc3ccc(S(=O)(=O)Nc4nc(C)cc(C)n4)cc3)c2c1	?
CCOC(=O)c1ccc(NC2SC(=O)N(Cc3cccc(C(=O)O)c3)C2=O)cc1 (stereo unspecified)	-1.6%
COc1ccc(Nc2nc3c(S(=O)(=O)c4ccc(C)cc4)nnn3c3ccsc23)cc1Cl	20%
Cc1ccc(Cl)cc1N1CCN(C2(c3ccccc3)C(=O)c3ccccc3C2=O)CC1	6.3%
Cc1cccc(-c2noc(-c3ccc(NCC4CCCO4)c([N+](=O)[O-])c3)n2)c1 (stereo unspecified)	-1.2%
C#CCn1c(C2CC(=O)N(c3ccc(OCC)cc3)C2)nc2ccccc21 (stereo unspecified)	3.7%
CC(C)c1ccc(NC(=O)CNC(=O)Cn2ccc3ccccc3c2=O)cc1	9.4%
CC(C)OCCCNC(=O)c1nn(C)c2c1CSc1ccccc1-2	2.0%
CCOC(=O)C1(C)C=C(Nc2ccc(C(N)=O)cc2)C(=O)N1c1ccccc1 (stereo unspecified)	-1.2%
CCOC(=O)c1cnc2c(C)cc(C)cc2c1Nc1ccc(OCc2ccccc2)cc1	-1.6%
CCOC(=O)c1c(NC(=O)c2noc3c2CC(C(C)(C)C)CC3)sc2c1CCCC2 (stereo unspecified)	-0.9%
COc1ccc(OCC(=O)Nc2ccc(Cl)c(-c3nc4ncccc4o3)c2)cc1	-1.0%
Cn1c(=O)n(C)c2cc(N3CCCCC3)c(NC(=O)Nc3ccc(Br)cc3)cc21	2.4%
COc1cccc(-c2noc(CCCC(=O)NCc3ccco3)n2)c1	-1.0%
CCn1cc2nc(SCC(=O)Nc3ccccc3F)n(Cc3ccc(C)cc3)c(=O)c2n1	-0.6%
Cc1cc2c(cc3c(SCc4cccc(Cl)c4)nnc(C)n32)o1	-1.7%
Cc1ccc(OCc2cc(=O)n3c(-c4ccccc4)csc3n2)cc1	?
Cc1ccc(NC(=O)c2ccccc2Br)c(C(=O)c2ccccc2)c1	-0.5%
CC(=O)N1CCCC1c1nc2ccccc2n1Cc1ccccc1 (stereo unspecified)	-2.4%
COc1ccccc1OCCn1c(NC(=O)c2ccc(Cl)cc2)nc2ccccc21	-0.2%
Cc1ccc2oc(-c3ccc(Cl)c(NC(=O)c4cc5ccccc5o4)c3)nc2c1	0.3%
O=C(O)c1ccc(Nc2nc(-c3ccccc3)c3cc(Br)ccc3n2)cc1	2.4%
COc1ccc(C)cc1NC(=O)c1ccc2c(c1)CCN2S(=O)(=O)c1ccc(Cl)cc1	4.3%

Sorted by count of non-hydrogen atoms (highest first): part of the list above.
SMILES	Epigenetic derep
CCOC(=O)c1cnc2c(C)cc(C)cc2c1Nc1ccc(OCc2ccccc2)cc1	-1.6%
COc1ccc(OCC(=O)Nc2ccc(Cl)c(-c3nc4ncccc4o3)c2)cc1	-1.0%
CC(C)c1ccc(NC(=O)CNC(=O)Cn2ccc3ccccc3c2=O)cc1	9.4%
C#CCn1c(C2CC(=O)N(c3ccc(OCC)cc3)C2)nc2ccccc21 (stereo unspecified)	3.7%
Cc1ccc(NC(=O)c2ccccc2Br)c(C(=O)c2ccccc2)c1	-0.5%
CC(=O)N1CCCC1c1nc2ccccc2n1Cc1ccccc1 (stereo unspecified)	-2.4%

In a second layout: results already given
smiles,Epigenetic derep
Cc1ccc2c(=O)cc(C(=O)Nc3ccc(S(=O)(=O)N(C)Cc4ccccc4)cc3)oc2c1,-0.8%
COc1ccc(C2CC(=O)Nc3c2c(=O)nc2c(C)cccn32)cc1 (stereo unspecified),3.2%
CCCCC(=O)N1CC(=O)Nc2ccc(F)cc2C1c1ccc(F)cc1 (stereo unspecified),-2.2%
Cc1ccc(Cl)cc1NC(=O)CC1Sc2ccccc2NC1=O (stereo unspecified),2.0%
COc1ccc(NCc2ccccc2-c2nnc(-c3ccccc3)o2)cc1Cl,1.4%
COc1ccc2occ(CC(=O)Nc3ccc(S(=O)(=O)Nc4nc(C)cc(C)n4)cc3)c2c1,?

(continued)
SMILES	Epigenetic derep
COc1cc2c(-c3ccc(C)cc3)nc3c(c(C)nn3-c3ccccc3)c2cc1OC	0.3%
CC(C)CCNC(=O)CSCc1cnn(-c2ccccc2)c1-n1cccc1	16%
O=S(=O)(c1ccc2nc(N3CCN(c4ccccc4)CC3)ccc2c1)N1CCCCC1	0.4%
CCc1nn(CC(=O)N(C)Cc2ccccc2)c(=O)c2cc3sccc3n12	1.1%
CC(C)(C)C1CCc2c(sc(NC(=O)c3cc4ccccc4c(=O)o3)c2C(N)=O)C1 (stereo unspecified)	2.0%
Cc1cc(NC(=O)c2ccc(Br)o2)cc(-c2nc3ccccc3o2)c1O	?
O=S(=O)(c1ccc(-n2cnnn2)cc1)N1CCN(c2cccc(C(F)(F)F)c2)CC1	-2.2%
COc1cc(NC(=O)CSc2nc(-c3ccc(C)cc3)nc3c2Cc2ccccc2O3)cc(OC)c1	7.1%
CCc1ccc(C(=O)c2cn(CC(=O)Nc3ccc4c(c3)OCCO4)c3ccc(F)cc3c2=O)cc1	?
CCCCOC(=O)c1ccc(NC(=O)Cc2coc3c(C)c(C)ccc23)cc1	0.0%
Cc1ccc(CN2COc3cc(C)c4c(oc(=O)c5ccccc54)c3C2)cc1	-1.0%
Cc1cc(Nc2ccc(F)cc2)n2c(nc3ccccc32)c1C#N	1.3%
COc1cccc(/C=C/c2nc(C#N)c(NCCc3ccc(OC)c(OC)c3)o2)c1	1.7%
CCc1nn(CC(=O)NCCCc2ccccc2)c(=O)c2cc3c(OC)cccc3n12	1.4%
COc1ccc(Cn2c(=O)[nH]c3cc(C(=O)NCCC(C)C)ccc3c2=O)cc1	-2.7%
CC(C)Cn1c(=O)c2sccc2n2c(CCCC(=O)NCCc3ccccc3)nnc12	4.4%
COc1ccc2oc(-c3ccc(C)c(NC(=O)Cc4ccc(Cl)cc4)c3)nc2c1	0.1%
Cc1ccc(Nc2c(-c3ccc(C)s3)nc3ncccn23)cc1	0.0%
COCCNC(=O)c1cccc(-n2c(C)nc3cccnc32)c1	-1.5%
COc1ccc(NC(=O)CC2Oc3ccc(C)cc3NC2=O)cc1Cl (stereo unspecified)	0.3%
COc1ccccc1CNC(=O)Cn1nc(C)n2cccc2c1=O	-2.0%
COc1ccc(S(=O)(=O)NCc2nc(-c3ccccc3)no2)cc1	-1.0%
Cc1cc(NC(=O)c2cc(-c3cccc(Cl)c3)on2)nn1Cc1ccc(Cl)cc1	-1.8%
COCc1cc(C)n(CC(=O)Nc2ccc(NC(C)=O)cc2)c(=O)c1C#N	1.0%
CC(C)(C)c1ccc(C(=O)N2CCCC(c3nc4c(nnn4Cc4cccc(F)c4)c(=O)[nH]3)C2)cc1 (stereo unspecified)	-0.8%
CCCOc1ccc(C(=O)Nc2ccc(Cl)c(-c3nc4ncccc4o3)c2)cc1	0.8%
Cc1cc(C)c(NC(=O)Cn2c(=O)n(CCC(=O)NCc3ccccc3Cl)c(=O)c3sccc32)c(C)c1	-0.9%
COc1ccc(OC)c(CNC(=O)C(C)n2c(C)c3cnn(-c4ccccc4)c(=O)c3c2C)c1 (stereo unspecified)	-4.0%
O=C(CN1C(=O)CC(c2ccco2)Sc2ccccc21)Nc1ccc(OC(F)(F)F)cc1 (stereo unspecified)	0.0%
CSc1ccc(-c2nc3cc(C)ccn3c2Nc2ccc(C)cc2)cc1	3.2%
CNC(=O)c1ccc(Nc2nnc(-c3ccc(C)c(S(=O)(=O)N4CCOCC4)c3)c3ccccc23)cc1	-1.6%
COC(=O)CSc1nnc2n(-c3ccccc3)c(=O)c3c4c(sc3n12)COC(C(C)C)C4 (stereo unspecified)	-1.9%
COc1ccc(Cl)cc1NC(=O)CCC(=O)N1CCOc2ccccc21	-2.4%
CCc1ccc(NC(=O)CSc2nc(-c3cccc(OC)c3)nc3c2Cc2c(CO)cnc(C)c2O3)cc1	-2.6%
Cc1ccn2c(Nc3ccc(F)cc3)c(-c3ccccn3)nc2c1	-0.4%
CC1CCN(c2nn3c(=O)c(C(=O)NCc4ccc(Cl)cc4)cnc3s2)CC1	0.8%
CCn1cc(C(=O)N2CCN(c3cc(Cl)ccc3C)CC2)c(=O)c2cc(S(=O)(=O)N3CCCCC3)ccc21	-0.8%
COc1ccc(/C=C/C(=O)Nc2ccc(C)cc2)cc1	-0.8%
COc1ccccc1OCCCn1c(C2CC(=O)N(c3ccccc3Cl)C2)nc2ccccc21 (stereo unspecified)	0.3%
CCOC(=O)c1c(C)c(C(=O)NCc2ccc(Cl)cc2)c(C)n1C	2.2%
COc1ccc(S(=O)(=O)N2CCC(c3nnnn3-c3ccccc3)CC2)cc1OC	-3.3%
COc1ccc(C2CC(=O)Nc3cc4c(cc32)OCO4)c(OC)c1 (stereo unspecified)	2.6%
Cc1c(Cl)cccc1NC(=O)CSc1ncc(S(=O)(=O)c2ccc(C(C)C)cc2)c(=O)[nH]1	1.7%
CC(C)CCOc1ccc(Cn2c(=O)sc3ccccc32)cc1	-1.0%
CN(Cc1ccccc1)c1ccc(-c2nc(-c3ccccc3)no2)cc1[N+](=O)[O-]	-4.0%
COc1ccc(CCNC(=O)c2ccc3c(c2)N(Cc2ccc(F)cc2)CCS3)cc1OC	-3.0%
COc1ccc(Cl)cc1-n1nnc(-c2nc(-c3ccccc3)no2)c1C	-0.3%
COc1ccc(NC(=O)Cn2cc(S(=O)(=O)c3ccccc3)c(=O)c3cc(C)ccc32)cc1Cl	-4.3%
Cn1c(=O)c2c(-c3cccc(Br)c3)n(CCO)cc2n(C)c1=O	-1.4%
Cc1ccc(CCNC(=O)C2CCN(c3nnc(C)c4c(C)n(-c5ccccc5)nc34)CC2)cc1	-0.1%
COc1ccc(NC(=O)CN(C)S(=O)(=O)c2cnc[nH]2)cc1Cl	0.5%
COc1ccc(S(=O)(=O)NCCc2nnc3ccc(SCC(=O)Nc4ccccc4C)nn23)cc1	-0.3%
COC(=O)c1ccccc1-n1c(CCC(=O)O)ccc1-c1ccccc1	-1.8%
CCCCOc1ccc(S(=O)(=O)N2CCN(c3ccccc3OCC)CC2)cc1	-1.6%
COc1ccccc1N1CCN(c2nc3c(S(=O)(=O)c4ccc(C)c(C)c4)nnn3c3ccc(Cl)cc23)CC1	0.0%
COc1ccccc1NC(=O)CN1C(=O)C(c2ccc(F)cc2)=NC1(C)C	-3.9%
CCOc1ccc(CNC(=O)C2CCN(c3nnc(-n4c(C)ccc4C)s3)CC2)cc1	-0.2%
Cc1ccc(CCNC(=O)c2ccc3c(=O)n(-c4ccc(C)cc4)c(=O)[nH]c3c2)cc1	0.8%
COc1ccc(CC(=O)Nc2nc3c(s2)CC(C(C)(C)C)CC3)cc1 (stereo unspecified)	1.1%
COc1ccc(Cl)cc1NC(=O)c1ccc(CN2C(=O)CCn3nc(C)cc32)cc1	-0.1%
More results.
SMILES	Epigenetic derep
CCc1ccc(C(=O)CC2(O)C(=O)N(CCc3ccccc3)c3ccc(Cl)cc32)cc1 (stereo unspecified)	12%
COc1ccccc1-c1noc(-c2ccc(N3CCOCC3)c([N+](=O)[O-])c2)n1	-1.7%
COc1ccc(OC)c(NC(=O)Cn2cc(C(=O)c3ccc(Cl)cc3)c(=O)c3cc(OC)ccc32)c1	?
CCOC(=O)c1c(-c2ccccc2)oc2ccc(OCc3ccc(C)cc3)cc12	0.0%
CCC(O)c1nc2ccccc2n1Cc1cccc(Cl)c1 (stereo unspecified)	3.2%
COC(=O)c1ccccc1NC(=O)C1=C(C)C(=O)OC12CCC(C)CC2 (stereo unspecified)	0.0%
Cc1ccc(C)c(Cn2c3ccccc3c3cnn(CC(=O)NC4CCCCCC4)c(=O)c32)c1	6.5%

Reprinted at random: 5 records from the list
SMILES	Epigenetic derep
COCCNC(=O)c1cccc(-n2c(C)nc3cccnc32)c1	-1.5%
COc1ccc(CCNC(=O)c2ccc3c(c2)N(Cc2ccc(F)cc2)CCS3)cc1OC	-3.0%
COc1ccc2oc(-c3ccc(C)c(NC(=O)Cc4ccc(Cl)cc4)c3)nc2c1	0.1%
CCOC(=O)c1ccc(NC2SC(=O)N(Cc3cccc(C(=O)O)c3)C2=O)cc1 (stereo unspecified)	-1.6%
CC(C)c1ccc(NC(=O)CNC(=O)Cn2ccc3ccccc3c2=O)cc1	9.4%

From PubChem BioAssay
